# EPAC1 antag = EPAC1 (human) antagonism. Potency, µM (top dose mostly 115 µM), for inactives: at the top dose activity change, negative = inhibition, hits mostly inhibitors. O95398. EPAC1 GEF assay, Rap1b-BODIPY-GDP exchange fluorescence. 360,000 tested, 0.14% active;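 also: plate controls were vehicle for no effect and positive control for full effect; nearly all actives have a fitted effect of over 50% in size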
# aSyn rescue = alpha-synuclein toxicity inhibition in yeast | Yeast expressing alpha-synuclein, growth rescue, BacTiter-Glo, 24 h | Potency, µM (series often up to 46.1 µM), for inactives: top-dose growth rescue (activation), actives largely listed as activators | 370,000 tested, 0.14% active | AID 652106; also: % of control where 0% means no effect; nearly all actives have a fitted effect of over 65% in size
#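 Galactose-induced alpha-syn yeast (OD600=0.02, raffinose-pregrown) + pinned cpd, 24 hr, 30 deg C; growth by BacTiter-Glo luminescence. Growth restoration scores as activation.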
# FUS yeast rescue = suppressors of FUS proteinopathy in yeast; Potency, µM (top dose mostly 76.6 µM), for inactives: top-dose growth rescue (activation), hits mostly activators; S. cerevisiae FUS-expressing, growth rescue, OD600, 24 h; 390,000 tested, 0.24% active;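 also: plate controls were DMSO vehicle for no effect and reference control for full effect; nearly all actives have a fitted effect of over 55% in size; some results filed as inactive show a strong effect at the top dose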
#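 Restored growth of FUS-toxic S. cerevisiae, read as 600 nm absorbance after 24 h at 30C in galactose medium (starting OD 0.005). Controls CP55940 and DMSO.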
# PTHR1 ag = activates the human parathyroid hormone receptor PTHR1; HEK293 GP2 PTHR1 cells, GloSensor cAMP luminescence, 1 h; AID 743266; Potency, µM (doses to about 115 µM), for the others: at the highest dose activation, hits mostly activators; 410,000 tested, 0.075% active; Q03431; also: nearly all actives have a fitted effect of over 55% in size; some results filed as inactive show a strong effect at the top dose; inactives centre near -15; many of its hits are not listed in these tables
#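 HEK-293-derived GP2 cells expressing PTHR1 and a GloSensor cAMP reporter, 3,000/well, plated overnight, given luciferin plus IBMX (each 0.5 mM as added) for 1 h at 37 °C, then compound for 1 h at 37 °C. Luminescence was read after 15 min at room temperature.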
# EPAC2 ag = activates human EPAC2 exchange factor. Q8WZA2. EPAC2 activation, biochemical qHTS; response scale: 100% = 6.5 mM cAMP response. Potency, µM (highest dose often 154 µM), inactives show top-dose activation, hits mostly activators. 360,000 tested, 0.079% active; also: nearly all actives have a fitted effect of over 50% in size
# Target sequence (Q8WZA2 whole entry, looked up): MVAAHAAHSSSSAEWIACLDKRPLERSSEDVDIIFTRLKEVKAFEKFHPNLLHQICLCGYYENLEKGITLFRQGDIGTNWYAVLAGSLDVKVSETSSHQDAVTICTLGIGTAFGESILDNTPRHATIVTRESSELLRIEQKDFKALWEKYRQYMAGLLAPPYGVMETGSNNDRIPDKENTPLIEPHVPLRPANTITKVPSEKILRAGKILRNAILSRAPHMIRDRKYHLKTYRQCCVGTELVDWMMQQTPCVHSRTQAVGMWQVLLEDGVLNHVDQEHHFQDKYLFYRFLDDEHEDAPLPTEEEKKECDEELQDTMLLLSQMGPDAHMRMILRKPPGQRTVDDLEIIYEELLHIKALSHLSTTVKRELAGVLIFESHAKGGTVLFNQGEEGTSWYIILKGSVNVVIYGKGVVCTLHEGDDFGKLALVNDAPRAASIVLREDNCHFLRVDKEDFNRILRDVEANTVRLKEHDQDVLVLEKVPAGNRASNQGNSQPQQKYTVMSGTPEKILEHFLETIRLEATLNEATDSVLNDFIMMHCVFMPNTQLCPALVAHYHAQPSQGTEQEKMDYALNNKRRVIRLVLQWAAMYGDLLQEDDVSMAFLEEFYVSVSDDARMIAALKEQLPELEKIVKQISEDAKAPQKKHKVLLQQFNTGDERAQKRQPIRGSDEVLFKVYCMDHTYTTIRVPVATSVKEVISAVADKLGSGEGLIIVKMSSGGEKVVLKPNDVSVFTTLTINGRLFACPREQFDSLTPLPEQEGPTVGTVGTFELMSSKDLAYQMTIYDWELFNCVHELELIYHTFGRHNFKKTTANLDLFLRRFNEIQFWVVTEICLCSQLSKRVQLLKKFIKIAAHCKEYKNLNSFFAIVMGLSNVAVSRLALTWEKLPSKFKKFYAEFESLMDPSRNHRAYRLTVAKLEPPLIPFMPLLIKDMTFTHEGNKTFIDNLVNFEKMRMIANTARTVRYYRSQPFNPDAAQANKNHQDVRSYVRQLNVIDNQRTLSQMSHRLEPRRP
#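 Nucleotide exchange monitored as fluorescence drop when BODIPY-GDP leaves Rap1B. Reaction: 100 nM EPAC2, 250 nM RAP1B-BODIPY-GDP, 50 uM GDP, room temperature, kinetic read over 30 min. Activity expressed relative to 6.5 mM cAMP.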
# TDP43 rescue = rescues yeast growth from TDP-43 toxicity | Potency, µM (top dose mostly 46.1 µM), inactives show top-dose growth rescue (activation), most hits filed as activators | 410,000 tested, 1.8% active | TDP-43 expressing yeast growth rescue, BacTiter-Glo, 24 h; also: % of control where 0% means no effect; nearly all actives have a fitted effect of over 50% in size
#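 Cell-based yeast growth screen: TDP-43 expression induced in galactose, inoculum OD600=0.02 after raffinose pregrowth to mid-log. Read-out BacTiter-Glo luminescence at 24 hr, 30 deg C; inhibition of toxicity seen as signal increase.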
# EPAC2 antagonist = antagonists of human EPAC2; 360,000 tested, 0.18% active; EPAC2 GEF exchange of Rap1B-BODIPY-GDP, fluorescence; Potency, µM (series often up to 114 µM), for inactives: top-dose activity, negative = inhibition, most hits filed as inhibitors; also: % is scaled to controls: 0 for no effect and ±100 for the full control effect; nearly all actives have a fitted effect of over 45% in size; many of its hits are not listed in these tables
# EPAC1 ag = EPAC1 (human) agonism | Potency, µM (top dose mostly 154 µM), for inactives: top-dose activation, actives largely listed as activators | EPAC1 agonist qHTS, biochemical assay; response scale: 100% = response to 6.5 mM cAMP | 360,000 tested, 0.073% active; also: nearly all actives have a fitted effect of over 60% in size
#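 Read-out is the fluorescence drop as BODIPY-GDP leaves Rap1B (480 nm excitation, 540 nm emission), recorded every 5 minutes over 30 minutes. Reactions held 100 nM EPAC1, 250 nM Rap1B–BODIPY-GDP and 50 uM GDP, with 6.5 mM cAMP setting full activation.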
# An asterisk follows results filed as active; i = inactive; ? = inconclusive; / = no result given; [ ] = another dose, or the depositor's remark. Calls follow the shape of the dose curve; as a rule, active = well fitted curve in the direction sought with a large enough effect; inconclusive = small, poorly fitted or top-dose-only effect, or another doubt; inactive = no such curve, though single readings can be large; an effect the other way counts as inactive or inconclusive. Potency is read from the fitted curve at half-maximal effect. Not all compounds are listed, so the mix of outcomes need not match the whole.
SMILES,EPAC1 antag,aSyn rescue,FUS yeast rescue,PTHR1 ag,EPAC2 ag,TDP43 rescue,EPAC2 antagonist,EPAC1 ag
COc1ccc(NS(=O)(=O)c2cccc(C(=O)NNC(=O)CN3C(=O)NC(C)(C)C3=O)c2)cc1,14%,5%,0%,i,3%,16%,2%,-4%
O=C(Cn1nc(-c2ccc(Cl)cc2)ccc1=O)NCc1ccc2c(c1)OCO2,?,-3%,0%,-20%,5%,6%,35%[activator],-7%
CN(CC(=O)Nc1ccccc1N1CCCC1)S(=O)(=O)c1ccc(F)cc1,-10%,2%,11%,-7%,12%,6%,4%,9%
CCn1cc(C(=O)Nc2ccc(C)c([N+](=O)[O-])c2)cn1,-5%,0%,/,i,-2%,25%,-5%,1%
COc1ccc(OC(=O)OCc2ccccc2)cc1,4%,-8%,31%,i,9%,8%,-12%,-3%
CC(C)CN(C)C(=O)CC1C(=O)NCCN1C (configuration not stated),12%,-7%,19%,i,14%,-21%,16%,-2%
CC(C)(C)CN1C(=O)C(=O)NC[C@H]1Cc1cccc2ccccc12,3%,1%,-15%,i,2%,22%,2%,-3%
Cc1cc(C)n(CC2CC(=O)N(c3ccc(Cl)cc3)C2=O)n1 (configuration not stated),7%,-7%,-7%,i,6%,-6%,1%,-3%
CCC1CCCCN1C(=O)C(=O)c1cn(CC(=O)N(CC)CC)c2ccccc12 (configuration not stated),-24%,0%,6%,i,3%,-5%,-2%,2%
COc1cccc(NC(=O)Nc2ccc3snnc3c2)c1,/,-21%,-9%,i,/,15%,/,/
Nn1cnc2cc3ccccc3cc2c1=O,6%,7%,0%,-31%[inhibitor],-3%,4%,6%,-2%
FC(F)(F)c1nnc2ccc(-n3ccnc3)nn12,-27%,5%,-29%,0%,9%,9%,3%,8%
CNC(=O)c1sc(-c2cccnc2)nc1C,11%,3%,1%,-10%,7%,20%,1%,4%
COc1ccc(CNC(=O)C2CC(c3cccc([N+](=O)[O-])c3)=NO2)cc1 (configuration not stated),-5%,16%,-11%,i,4%,?,3%,-8%
O=C(Cc1ccc([N+](=O)[O-])cc1)Nc1ccc2c(c1)OCO2,-5%,-5%,-13%,i,2%,0%,7%,4%
Cn1c(=N)n(CC(=O)O)c2ccccc21,9%,-10%,43%,3%[57.5 µM],-4%,-16%,-1%,-11%
CC1(C)CC(=O)C(C=NCC(N)=O)=C(O)C1,18%,-3%,4%,i,5%,-13%,21%,7%
CN(C)/C=C/C(=O)c1ccc2noc(-c3ccc(F)cc3)c2c1,17%,-85%[inhibitor],35%,-27%,4%,?,-2%,7%
Cc1cc2cc(CCNC(=O)c3ccc(S(=O)(=O)N4CCCC4)cc3)c(=O)[nH]c2cc1C,-8%,-7%,/,-34%[inhibitor],11%,-11%,5%,10%
CCn1c(SCc2ccc(C#N)cc2)nnc1-c1ccc(S(=O)(=O)N2CCCCC2)cc1,3%,8%,40%,-30%,-2%,0%,5%,0%
CCC(CC)c1nnc(NC(=O)c2c(C)nn(Cc3ccccc3Cl)c2C)s1,-3%,7%,8.9µM*,-25%,20%,?,-11%,11%
NC(=O)COC(=O)CC12CC3CC(CC(Br)(C3)C1)C2,11%,-5%,7%,?,2%,-21%,20%,-3%
CN(C)c1ccc(/C=C(/NC(=O)c2ccccc2)C(=O)NCCCn2ccnc2)cc1,-24%,2%,0%,-5%,?,2%,1%,?
COC(=O)CCC(=O)Nc1ccccc1C(=O)Nc1ccccc1,16%,-5%,21%,i,5%,-4%,9%,-6%
Cc1ccccc1NC(=O)OCc1cn(-c2ccc(Cl)cc2)nn1,5%,-1%,0%,-1%[57.5 µM],-2%,0%,-6%[57.1 µM],-2%
CCOC(=O)c1nn(-c2ccccc2)c2nc(-c3ccc(OC)cc3)c(C#N)c(=O)n12,8%,3%,/,i,5%,4%,-2%,-1%
O=C(OCc1nc2scc(-c3ccccc3)c2c(=O)[nH]1)c1cc([N+](=O)[O-])ccc1Cl,-7%,2%,/,-23%,0%,11%,5%,5%
O=C(OCC(=O)c1ccc[nH]1)C1=COCCO1,-4%,-7%,-2%,-27%,5%,-4%,1%,3%
Cc1ccc(C(=O)O)cc1NC(=S)NC(=O)c1ccc([N+](=O)[O-])cc1Cl,13%,-1%,5%,i,-4%,22%,2%,-1%
Cc1ccc(C)c(S(=O)(=O)NCC(c2ccco2)N2CCc3ccccc3C2)c1 (configuration not stated),-18%,10%,11%,-10%,6%,-22%,-23%,9%
CC(C)c1ccc(N=C2N=C(N)c3ccccc32)cc1,1%,4%,-12%,-15%,12%,2%,-9%,11%
O=C(COC(=O)C1CCN(S(=O)(=O)c2ccc3c(c2)OCCO3)CC1)Nc1ccccc1OC(F)F,?,3%,?,-27%,-9%,11%,-3%,2%
COCCN1Cc2cccc(C(=O)NC3CCCCCC3)c2C1=O,11%,-8%,/,i,-10%,-4%,15%,-9%
Cc1cccc2sc(NC(=O)CSc3cn[nH]n3)nc12,-3%,0%,12%,-8%,-2%,-19%,-2%,2%
O=C(Nc1ccon1)C12CC3CC(C1)CC(n1cnc([N+](=O)[O-])n1)(C3)C2,-21%,-1%,-10%,-9%,13%,6%,1%[57.1 µM],-1%
COc1ccccc1CN(CC(=O)NCC1CCCO1)C(=O)CNS(=O)(=O)c1ccc(C)cc1 (configuration not stated),6%,3%,20%,i,7%,10%,14%,-10%
Nc1c(C(=O)NCc2ccco2)sc2nc3c(cc12)C(=O)CCC3,-3%,-1%,63%,i,-7%,0%,12%,-1%
O=C(NCCNc1ccc([N+](=O)[O-])cc1)c1cc(F)c(F)cc1Cl,-5%,-5%,2%,-13%,3%,13%,-8%,5%
CC(C)(C)NC(=O)Cn1c(SCC(=O)NC2CCCCC2)nc2ccccc21,12%,4%,32%,i,-1%,-20%,7%,-6%
CCCCn1cnc2c1c(=O)[nH]c(=O)n2CCCC,11%,-6%,-10%,i,4%,6%,-2%,-6%
c1ccc(N2CCN(Cc3cnc(N4CCOCC4)s3)CC2)cc1,-7%,1%,12%,-4%,-4%,-25%,10%,-8%
O=C(Nc1ccc(F)cc1)Nc1ccc(N2CCOCC2)c2nonc12,-11%,-6%,41%,i,9%,-2%[9.22 µM],-1%,1%
CC(C)NC(=O)CSc1nnc(-c2ccncc2)n1-c1ccccc1,-12%,-4%,1%,i,4%,-23%,20%,-8%
CC1(c2ccccc2Br)NC(=O)N(CC(=O)Nc2ccc(S(N)(=O)=O)cc2)C1=O (configuration not stated),-7%,0%,0%,i,4%,0%,-10%,3%
COc1ccc(-c2ccc3nnc(SCC(=O)N4CCCC4)n3n2)cc1,-12%,-4%,4%,i,5%,12%,2%,0%

# Of the compounds above, 2 contain a cyano group.
SMILES,EPAC1 antag,aSyn rescue,FUS yeast rescue,PTHR1 ag,EPAC2 ag,TDP43 rescue,EPAC2 antagonist,EPAC1 ag
CCn1c(SCc2ccc(C#N)cc2)nnc1-c1ccc(S(=O)(=O)N2CCCCC2)cc1,3%,8%,40%,-30%,-2%,0%,5%,0%
CCOC(=O)c1nn(-c2ccccc2)c2nc(-c3ccc(OC)cc3)c(C#N)c(=O)n12,8%,3%,/,i,5%,4%,-2%,-1%

# More structures follow:
SMILES,EPAC1 antag,aSyn rescue,FUS yeast rescue,PTHR1 ag,EPAC2 ag,TDP43 rescue,EPAC2 antagonist,EPAC1 ag
CCC(=O)Nc1cc(C)c(NC(=O)C23CC4CC(CC(C4)C2)C3)cn1,-6%,-3%,26%,-3%,-3%,10%,0%,-8%
CCOC(=O)c1c(C)nn(-c2ccc(NC(=O)c3c(C)noc3C)cc2)c1C,1%,10%,17%,i,2%,11%,-1%,2%
CCc1c(C)nc(SCC(=O)N2CC(C)OC(C)C2)[nH]c1=O (configuration not stated),-5%,1%,-2%,-8%,2%,11%,-5%,10%
CCOC1(OCC)N=C(N)C2(C#N)C(c3cccc(C)c3)C12C#N (configuration not stated),-6%,-13%,-18%,-6%[57.5 µM],4%,9%,7%,-6%
CCN(C(=O)/C=C/c1ccc(OC)cc1)C1CCCCC1,-19%,6%,16%,i,11%,18µM*,4%,6%
CC[C@H](NC(=O)/C=C/[C@H]1O[C@@H](n2cc(C)c(=O)[nH]c2=O)C[C@@H]1O)c1ccccc1,17%,1%,-20%,14%,-13%,7%,?,-11%
COc1ccc(CN2CCN(c3ccccc3OC)CC2)c(OC)c1,-18%,18%,-1%,i,5%,-3%,-3%,10%
COc1ccc(/C=N/n2cnc3c(sc(=S)n3-c3ccccc3)c2=O)cc1,6%,4%,-18%,-12%,9%,-1%,0%,9%
CCOc1ccc(NC(=O)CCSc2nc(-c3ccc4c(c3)OCO4)cc(C(F)(F)F)n2)cc1,/,7%,-7%,-6%,/,15%,/,/
NC(=O)CN(N=Nc1cccc([N+](=O)[O-])c1)c1cccc([N+](=O)[O-])c1,-7%,-2%,4%,-6%,4%,-16%,4%,8%
Cn1c(NCc2cccnc2)nc2cc(-c3cccc(C(F)(F)F)c3)sc2c1=O,-3%,-5%,11%,-52%[inhibitor],6%,4%,-15%,11%
CCOc1cccc(-c2c(C(=O)N/N=C/c3ccc(C)s3)nnn2-c2nonc2N)c1,-22%,2%,?,i,2%,-17%,-10%,-2%
OCC[C@@H]1C[C@@H](O)[C@H](O)[C@]2(CCc3ccccc3CO2)O1,-22%,-1%,-11%,i,3%,3%,-4%,0%
CC(C)CN(C(=O)COc1ccc(Br)cc1C=O)C1CCS(=O)(=O)C1 (configuration not stated),10%,4%,-5%,i,-1%,14%,-1%,-7%
CC(=O)Nc1ccc(SCC(=O)c2cc(C)ccc2C)cc1,-7%,1%,-3%,i,-6%,?,?,-7%
O=C1CC(NCc2ccncc2)C(=O)N1c1ccc(Cl)cc1 (configuration not stated),19%,1%,?,4%[57.5 µM],-1%,-30%,13%,10%
COc1ccc(C(=O)Nc2cccc3c2C(=O)NC3=O)cc1S(=O)(=O)N1CCOCC1,13%,-7%,0%,1%,5%,-17%,23%,3%
COc1ccc(-c2ccc(-c3noc(-c4ccccc4F)n3)c(OC)n2)cc1,1%,-3%,/,1%,-8%,-19%,8%,-15%

# Ordered by the number under EPAC2 ag (descending): 3 of the compounds above
canonical_smiles | EPAC2 ag
COc1ccc(CN2CCN(c3ccccc3OC)CC2)c(OC)c1 | 5%
CC(=O)Nc1ccc(SCC(=O)c2cc(C)ccc2C)cc1 | -6%
CC[C@H](NC(=O)/C=C/[C@H]1O[C@@H](n2cc(C)c(=O)[nH]c2=O)C[C@@H]1O)c1ccccc1 | -13%
